Assay outcomes: PubChem BioAssay, Broad Institute
LGR2 inh = inhibitors of bursicon-induced Drosophila LGR2 receptor cAMP signaling | 380,000 tested, 0.35% active | inhibition, % at 9.99 µM | HEK293 LGR2, CRE-luciferase, bursicon-stimulated, 4 h;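 active = drop in luminescence signal, shown as inhibition above about 50% in the replicate tests, limit read from the data, passing the limit was not always enough; inconclusive = probably only some replicates passing the limit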;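 also: agonist challenge used bursicon conditioned medium at about half maximal strength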
SIRT5 block = inhibitors of human sirtuin-5 desuccinylase | Q9NXA8 | inhibition, % at 15 µM | 330,000 tested, 1.1% active | Purified SirT5, succinyl-peptide AMC, trypsin-coupled fluorescence; in the data active = inhibition above about 15%; inconclusive = no clear call, values can overlap the other calls
Target sequence (Q9NXA8 whole entry, looked up): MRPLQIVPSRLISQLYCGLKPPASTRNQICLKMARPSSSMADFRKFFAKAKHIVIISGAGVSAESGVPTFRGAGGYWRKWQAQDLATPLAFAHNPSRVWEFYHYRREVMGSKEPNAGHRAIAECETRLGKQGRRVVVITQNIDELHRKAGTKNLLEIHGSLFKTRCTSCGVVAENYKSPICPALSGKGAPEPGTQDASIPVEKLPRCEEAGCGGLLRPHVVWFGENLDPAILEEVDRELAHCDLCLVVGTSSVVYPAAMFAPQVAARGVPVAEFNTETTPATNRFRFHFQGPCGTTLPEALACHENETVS
C2C12 statin = suppressors of simvastatin-induced myotoxicity in C2C12 myotubes. ATP luminescence, 48 h; scaled: DMSO 0, geranylgeraniol control 100. rescue of ATP level, % at 7.49 µM. 330,000 tested, 0.78% active. AID 602340;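 active = mean ATP rescue above about 67%, or every replicate alone reaching that limit, limit read from the data, passing the limit was not always enough; inconclusive = no clear call, values can overlap the other calls; inactive = mean under the limit and some replicate under it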;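 also: myotubes were challenged with 10 µM simvastatin during compound exposure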
esBAF inh = inhibitors of esBAF chromatin remodeling in mouse ES cells. Bmi1-luciferase knock-in reporter, 24 h; 100% = twice the neutral-well signal. reporter increase, % at 12.5 µM. 350,000 tested, 2% active; in the data active = activation above about 40%; inconclusive = no clear call, values can overlap the other calls;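 also: 0% = median of the plate's neutral control wells and 100% = double that signal; a rise in the Bmi1 reporter signal indicates esBAF inhibition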
FN deposit inh = fibronectin deposition inhibition. 350,000 tested, 0.086% active. AID 743247. inhibition, % at 12.6 µM. AH1F fibroblasts, Alexa488-fibronectin deposition fluorescence, overnight;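 active = mean inhibition across replicates of 30% or more, regardless of how many single replicates reach that level; inconclusive = mean under 30% yet at least half of replicates reach 30%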;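 also: positive control wells lacked labelled fibronectin entirely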
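Schedule: 1 h cell adhesion before compound, then overnight fibronectin incubation; test system: AH1F fibroblast monolayer depositing Alexa488-labelled fibronectin into matrix; quantity: 10000 AH1F cells per well; probe or stimulus: fluorescent fibronectin at 24 nM final; signal: fluorescence, ex 485 nm, em 525 nm; evaluation: percent inhibition as loss of matrix-bound fibronectin fluorescence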
CASP6 VEID inh = blocks human caspase-6 cleavage activity; P55212; 350,000 tested, 0.53% active; AID 686996; purified caspase-6, Z-VEID-R110 cleavage fluorescence; inhibition, % at 12.5 µM;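 active = mean inhibition across replicates at least about 35%, with every replicate also reaching that limit, limit read from the data; inconclusive = only one of the two criteria met; inactive = neither criterion met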;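 also: 0% = median of neutral control wells and 100% = no fluorescence left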
Target sequence (P55212 24-179 limits assumed): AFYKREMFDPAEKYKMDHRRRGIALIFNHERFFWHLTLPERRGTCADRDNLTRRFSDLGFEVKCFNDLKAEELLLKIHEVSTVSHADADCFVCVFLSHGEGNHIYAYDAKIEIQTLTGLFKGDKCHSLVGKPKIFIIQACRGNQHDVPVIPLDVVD
Target sequence (P55212 194-293 limits assumed): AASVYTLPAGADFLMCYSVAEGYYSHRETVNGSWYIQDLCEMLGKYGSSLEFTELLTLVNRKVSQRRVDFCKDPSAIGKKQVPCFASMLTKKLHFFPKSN
S100A4 MyoIIA = S100A4-myosin IIA interaction inhibition; P26447; S100A4/TAMRA-MyoIIA peptide fluorescence polarization; inhibition, % at 10.7 µM; 360,000 tested, 0.14% active; AID 652163;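 active = mean inhibition of at least 70% across replicates, with every replicate also reaching that level; inconclusive = mean inhibition reaches 70% but some replicates fall short; inactive = mean inhibition below 70%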
Target sequence (P26447 whole entry, looked up): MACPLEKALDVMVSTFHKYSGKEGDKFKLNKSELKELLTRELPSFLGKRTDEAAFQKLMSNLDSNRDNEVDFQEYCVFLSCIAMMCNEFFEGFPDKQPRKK
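Test system: S100A4 monomer protein; Medium: HEPES pH 7.2 with CaCl2, KCl, NaCl, DTT, Triton; Probe or stimulus: TAMRA-labelled myosin IIA heavy-chain peptide probe, 5 nM; Doses: one dose per compound; Times: polarization read 5 min after assay mix addition, stable 5–60 min; Benchmarks: neutral control DMSO, positive control TFP.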
* marks the source's active call; other numbers are inactive results; ? = inconclusive; . = not tested or not shown. Some of the compounds tested (hit frequency here may not be typical).

SMILES	LGR2 inh	SIRT5 block	C2C12 statin	esBAF inh	FN deposit inh	CASP6 VEID inh	S100A4 MyoIIA
Cc1ccc(NC(=O)CSc2nnc(Cc3csc(C)n3)o2)c(C)c1	-2.4	-2.9	5.7	-7.0	.	61.5*	-2.9
CCOC(=O)c1cc(CC)sc1NC(=O)COC(=O)c1ccccn1	0.3	-0.7	.	.	-12.4	0.0	0.1
Cc1cc(C)n2cc(COc3ccccc3)nc2n1	.	-14.9	.	.	2.7	-1.1	-0.6
COc1ccc(C(=O)NCCCN2CCOCC2)cc1Br	-6.2	-5.6	1.1	-2.2	-2.4	-3.5	-4.8
CCOc1ncccc1C(=O)OCC(=O)NC(=O)c1ccccc1	-15.6	2.4	3.6	0.1	7.7	-1.3	-4.5
COc1cccc(COC(=O)c2ccc3c(=O)n4c(nc3c2)CCC4)c1OC	-6.8	1.4	-2.0	-2.8	-15.9	0.3	-3.7
N#Cc1ccc(CN2CCN(C(=O)c3cn(Cc4ccccc4)nc3-c3cccnc3)CC2)cc1	-35.2	-0.3	-2.4	-4.0	3.6	0.0	-3.2
N#CCCN(Cc1cccs1)C(=O)Nc1ccc(F)cc1	-2.6	-5.3	1.5	-3.7	0.6	-2.0	-4.1
Cn1cnc(S(=O)(=O)N2C[C@@H](O)COC[C@@H]3O[C@H](CC(=O)N4CCN(c5ccccc5)CC4)CC[C@H]32)c1	-3.4	-0.4	-7.9	-5.0	-9.9	0.8	-5.4
NC(=O)c1ccc(NCCc2ccco2)cc1	-1.0	-2.8	-6.9	-5.3	5.1	4.0	-0.6
CCN1CCN(CCNC(=O)c2ccc3c(c2)NC(=O)/C(=C\c2ccc(OC)c(OC)c2)S3)CC1	1.9	-0.8	-8.3	-1.1	16.1	-1.7	3.0
NNC(=O)CCCNc1ncc(C(F)(F)F)cc1Cl	-3.2	3.6	2.4	-4.0	1.2	1.2	-4.1

In a second layout: results already given
| structure | LGR2 inh | SIRT5 block | C2C12 statin | esBAF inh | FN deposit inh | CASP6 VEID inh | S100A4 MyoIIA |
| --- | --- | --- | --- | --- | --- | --- | --- |
| CCOc1ncccc1C(=O)OCC(=O)NC(=O)c1ccccc1 | -15.6 | 2.4 | 3.6 | 0.1 | 7.7 | -1.3 | -4.5 |
| COc1cccc(COC(=O)c2ccc3c(=O)n4c(nc3c2)CCC4)c1OC | -6.8 | 1.4 | -2.0 | -2.8 | -15.9 | 0.3 | -3.7 |

The listing continues.
SMILES	LGR2 inh	SIRT5 block	C2C12 statin	esBAF inh	FN deposit inh	CASP6 VEID inh	S100A4 MyoIIA
CC1CCc2nc3ccc(S(=O)(=O)N4CCC(C(=O)O)CC4)cc3c(C(=O)O)c2C1 (stereo not given)	6.8	.	5.2	-6.0	5.3	2.0	13.7
COc1ccc(CCNC(=O)CCc2ccc(OC)cc2)cc1	-14.0	-0.1	2.4	-3.5	.	-2.6	6.3
COc1cc(C(=S)N2CCOCC2)ccc1OC(=O)c1cccc(C)c1	7.9	4.0	2.2	-3.1	10.9	1.0	-4.4
S=C1NCN(Cc2ccco2)CN1c1cccc2ccccc12	.	-6.5	.	.	3.0	4.4	-0.2
CC(C)(C)NC(=O)C(=O)NCCC1=CCCCC1	-12.0	.	-3.0	30.6	-1.5	.	.
CC(CC(F)(F)F)N1CCC(n2nccc2NC(=O)CCOc2ccccc2)CC1 (stereo not given)	-8.5	-1.6	4.4	-1.8	1.0	-5.0	-11.1
C[C@@H]1CCCCO[C@@H](CN(C)C(=O)CCCN(C)C)[C@H](C)CN([C@@H](C)CO)C(=O)c2cc(NC(=O)c3ccccc3)ccc2O1	0.1	.	7.0	-6.5	.	.	.
Cc1noc(C)c1NC(=O)Nc1ccc2c(c1)CC(=O)N([C@@H](C)CO)C[C@H](C)[C@H](CN(C)CC1CCCCC1)O2	4.8	7.2	-30.8	-0.5	.	-0.2	0.2
Cc1ccc(NS(=O)(=O)c2ccccc2[N+](=O)[O-])cc1C	6.5	0.8	.	.	-7.3	5.0	1.6
O=C(C[C@@H]1C[C@H]2c3cc(NC(=O)C4CCC4)ccc3O[C@H]2[C@@H](CO)O1)NCc1ccccn1	-5.5	-2.4	2.7	1.5	.	2.1	-20.2
CCSC1=NC2(CCCCC2)Nc2sc3c(c21)CCCC3	.	.	15.5	9.0	4.2	.	.
COCC(=O)N1CC(=O)N2[C@H](C1)[C@H](c1ccc(C#CC3CCCCC3)cc1)[C@@H]2CO	-5.3	-2.8	.	.	.	1.2	-2.9
COc1ccccc1/C=C1/SC(=S)N(CCC(=O)Nc2cccnc2)C1=O	-6.0	5.6	6.3	-12.5	-0.9	-5.3	3.7
C[C@H]1CN([C@@H](C)CO)S(=O)(=O)c2ccc(-c3ccccc3)cc2O[C@@H]1CN(C)Cc1cccnc1	-1.4	.	-26.6	-1.1	15.3	.	.
CCN(CC)S(=O)(=O)c1cccc(NC(=O)c2cc3ccccc3o2)c1	.	.	-24.4	?	5.4	.	.
CCOC(=O)c1ccc(NC(=S)N2CCC(C(N)=O)(N3CCCCC3)CC2)cc1	4.8	0.4	.	.	-1.1	-0.5	-2.7
Cc1noc(C)c1S(=O)(=O)Nc1ccc2c(c1)C(=O)N([C@@H](C)CO)C[C@@H](C)[C@@H](CN(C)Cc1ccc3c(c1)OCO3)OCCCC[C@@H](C)O2	-13.7	1.6	.	-7.6	-5.7	-3.6	3.7
O=C1CCCc2c1cc(C(=O)Nc1ccc(Br)cn1)c(=O)n2-c1ccccc1	.	.	-1.3	1.8	7.6	.	.
COCCN1C(=O)c2[nH]nc(-c3ccccc3O)c2C1c1ccc(OC)cc1 (stereo not given)	6.8	-2.7	.	.	-1.9	4.9	-1.5
CSc1ccc(Cn2c(C)c(C(=O)NCc3ccc(F)cc3)sc2=O)cc1	5.9	.	24.4	-9.3	-0.7	-1.2	5.3
CC1=C(C(=O)Nc2ccccc2)C(c2ccc3c(c2)OCO3)C2=C(CCCC2=O)N1 (stereo not given)	.	.	37.2	1.0	3.5	.	.
Cn1nnnc1SCC(=O)Nc1ccccn1	.	.	44.6	-7.0	1.5	.	.
O=C(Nn1cnnc1)c1ccncc1	.	.	-1.4	-4.5	5.5	.	.
Cc1sc2ncnc(SCC(=O)Nc3ccc(CN4CCCC4)cc3)c2c1C	-5.3	-0.9	-4.3	6.4	-5.1	-23.4	1.5
COc1ccc(NC(=O)CN(c2ccccc2F)S(=O)(=O)c2ccc(C)cc2)cc1	0.2	-5.7	11.2	4.6	1.2	2.4	-0.1
Cc1ccc(S(=O)(=O)N(C)C[C@H]2OCCCC[C@@H](C)Oc3ccc(NS(=O)(=O)c4c(C)noc4C)cc3C(=O)N([C@H](C)CO)C[C@H]2C)cc1	10.5	-0.1	.	-0.7	5.9	-1.7	42.5
CCOc1ccccc1NC(=O)C1=C(C)NC(=S)NC1c1cccs1 (stereo not given)	16.2	.	20.7	5.8	0.3	.	.
COc1ccc(S(=O)(=O)Nc2ccc3c(c2)C(=O)N([C@@H](C)CO)C[C@H](C)[C@H](CN(C)S(=O)(=O)c2ccc(Cl)cc2)O3)cc1	10.8	.	24.1	-6.4	.	.	.
COC(=O)CSc1nc(C)c(C)c(C)c1C(N)=O	6.4	-6.3	2.9	-4.8	4.0	-2.4	5.0
O=C(CN1CCCc2ccccc21)Nc1ccc(F)cc1[N+](=O)[O-]	-4.8	.	.	.	-1.0	1.4	9.8
Cc1ccc(C)c2[nH]c(=O)c(CCNC(=O)C(C)(C)C)cc12	16.6	.	-6.3	-6.0	-2.1	0.9	11.7
COc1ccc(OC(=O)C(C)N2C(=O)c3ccccc3C2=O)cc1 (stereo not given)	9.0	-6.6	5.8	-12.4	-1.1	3.5	-0.3
COc1cc(-c2nc3ccccn3c2/N=C/c2cccc(F)c2)ccc1O	-30.5	-3.1	.	.	0.2	2.7	-1.4
Cc1nn(Cc2ccc(F)cc2)c(C)c1NC(=O)CCCn1nc([N+](=O)[O-])cc1C	3.7	-5.0	-5.6	-1.7	-5.7	0.6	-14.6
COc1ccc([Si](C)(C)[C@H]2[C@H](CCO)O[C@@]3(C(=O)N(Cc4ccccc4)c4ccc(N5CCC5=O)cc43)[C@@H]2C)cc1	.	17.3*	.	.	.	3.1	11.8
CCCNC(=O)N1CCC2(CC1)CN(Cc1cccc(F)c1)[C@@H](CO)c1[nH]c3cc(OC)ccc3c12	-14.9	-3.6	.	.	.	-1.4	-0.2
O=C(C[C@H]1CC[C@H](NC(=O)C2CC2)[C@H](CO)O1)Nc1ccccc1	-6.0	2.8	-6.6	3.2	-0.6	-3.1	12.4
C[C@@H]1CN([C@@H](C)CO)S(=O)(=O)c2ccc(-c3ccc(F)cc3)cc2O[C@H]1CN(C)C(=O)Nc1ccccc1F	7.2	-3.0	-89.2	-2.2	.	2.0	-2.2
COc1cc([N+](=O)[O-])ccc1-c1ccc(/C=N/NC(=O)OC(C)(C)C)o1	1.3	-3.7	-12.0	-4.3	-6.1	2.0	-2.6
O=C(Nc1ccccc1)c1cc(S(=O)(=O)NCc2ccncc2)ccc1Cl	3.0	1.0	.	.	4.4	0.2	4.9
CNC[C@H]1Oc2c(NC(=O)NC3CCCCC3)cccc2C(=O)N([C@H](C)CO)C[C@H]1C	4.7	-0.4	18.5	4.9	-2.5	2.1	-9.7
CCN1C(=O)C(O)(C2COC(C)(C)CC2=O)c2cc(Br)ccc21 (stereo not given)	.	.	-3.9	0.0	8.3	.	.
O=[N+]([O-])c1ccc(C(S(=O)(=O)Cc2ccccc2)S(=O)(=O)Cc2ccccc2)cc1	.	-2.2	.	.	-4.4	-0.3	-2.4
CC[C@@]1(C(=O)OC)N[C@H](CN(C)C(=O)Nc2ccc(Cl)cc2)[C@@H]2C(=O)N(Cc3ccccc3)C(=O)[C@@H]21	4.3	.	8.1	2.1	5.4	4.9	57.7
Cc1cnc(C(=O)OCC(=O)c2cc(C)n(CCc3ccc(F)cc3)c2C)cn1	-3.7	-0.5	2.8	5.4	-3.3	-2.1	-2.1
COC(=O)CC1N(S(=O)(=O)c2ccc(C)cc2)c2ccccc2C1(C(=O)OC)C(=O)OC (stereo not given)	6.1	-2.9	.	.	6.4	2.6	3.5
Cc1ccccc1N(CC(=O)N/N=C/c1ccc(Cl)cc1)C(=O)c1ccccc1	.	.	3.0	10.6	-10.2	.	.
O=C(CCl)Nc1ccc(S(=O)(=O)NC2=NCCCCC2)cc1	-21.1	.	5.4	-4.0	.	2.4	-2.8
Cc1cc(C)c(C)c(S(=O)(=O)NCC(=O)O)c1C	.	.	-4.6	2.8	0.7	.	.
Cc1ccc(CN2C(=O)COc3cc(NS(C)(=O)=O)ccc32)cc1	13.8	-4.3	19.7	-5.4	-1.8	0.8	0.4
CCN(c1ccccc1)S(=O)(=O)c1ccc(Oc2ccc([N+](=O)[O-])cc2)nc1	13.1	-3.1	0.1	.	-1.3	-1.5	-2.7
CNC[C@@H]1Oc2ccc(NS(=O)(=O)c3ccc(Cl)cc3)cc2C(=O)N([C@@H](C)CO)C[C@@H]1C	-0.5	-2.2	5.2	2.6	.	0.3	3.2
Cc1c2n(c3ccccc13)CCN(C)C2	-6.4	-1.7	13.7	6.8	9.7	-13.5	-3.3
CCCCN(CC)CCNC(=O)Cn1cnc2sc(C)c(S(=O)(=O)N3CCC(C)CC3)c2c1=O	-7.5	-1.9	1.8	-4.1	-9.8	-2.4	9.1
Cc1ccc(Nc2c([N+](=O)[O-])c(=O)n(C)c3ccccc23)cc1C	-1.6	-0.5	.	2.7	.	-3.0	-3.2
